# High-throughput results: PubChem BioAssay, Sanford-Burnham Center for Chemical Genomics
# PfG6PD inh: PfG6PD enzyme inhibitors, primary screen, biochemical, fluorescence intensity, uHTS | 350,000 compounds, 0.78% hits | glucose-6-phosphate dehydrogenase-6-phosphogluconolactonase (Plasmodium falciparum 3D7) | PfGluPho enzyme, NADPH resazurin-diaphorase fluorescence | inhibition, % at 20 µM | AID 504690, 2011;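 active = inhibition reaching at least a set limit at 20 µM in the primary screen, cut at about 59% in these data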;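 also: 0% = DMSO wells with substrate and 100% = DMSO wells lacking glucose-6-phosphate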
# hIAP inh: human IAP inhibitors, primary screen, biochemical, luminescence, uHTS. AID 2544, 2010. 330,000 compounds, 0.12% hits. purified IAP, CDP-Star luminescence, 30 min. inhibition, % at 10 µM;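 active = inhibition reaching a set limit with compound at 10 µM in the primary screen, cut at about 35% in these data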;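 also: plate controls were DMSO wells with enzyme for no effect and no-enzyme buffer wells for full effect; values of inactives mirror those of a sister screen read the other way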
# mIAP block: inhibitors of mouse IAP, primary screen, biochemical, luminescence, uHTS | 330,000 compounds, 0.2% hits | AID 2806, 2010 | inhibition, % at 10 µM | intestinal alkaline phosphatase [Mus musculus] | purified mouse IAP, CDP-Star luminescence, 30 min;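 active = inhibition of at least 40% at 10 µM in the primary screen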;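 also: plate controls were DMSO with enzyme for no effect and no enzyme wells for full effect; values of inactives mirror those of a sister screen read the other way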
# ATG4B inh: ATG4B protease inhibitors, primary screen, biochemical, fluorescence, uHTS; ATG4B cleavage of LC3-PLA2, NBD-HPC fluorescence, 1 h; Cysteine protease ATG4B (Homo sapiens), Q9Y4P1; AID 504462, 2011; 340,000 compounds, 0.51% hits; inhibition, % at 8.33 µM; in the data active = inhibition above about 40%
# mIAP activ: activators of mouse IAP, primary screen, biochemical, luminescence, uHTS; intestinal alkaline phosphatase [Mus musculus]; muIAP, CDP-Star luminescence, 30 min; stronger effect = higher value; 1 = vehicle-only enzyme signal, 0 = enzyme-free wells; activation factor at 10 µM; 330,000 compounds, 0.24% hits; AID 2805, 2010;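 active = activation factor of at least 2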; also: the source names both 10 and 20 µM as test concentration; values of inactives mirror those of a sister screen read the other way
#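 Assay system: mouse IAP enzyme; reagent: chemiluminescent substrate CDP-Star; dosing: test compounds delivered from DMSO solution; schedule: 30 min at room temperature; measured by: luminescence from enzymatic CDP-Star hydrolysis; controls: DMSO-only wells and no-enzyme negative control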
# hIAP act: human IAP activators, primary screen, biochemical, luminescence, uHTS | activation factor at 10 µM | purified human IAP, CDP-Star luminescence, 30 min; stronger effect = higher value; 1 = vehicle-only enzyme, 0 = enzyme-free background | Intestinal-type alkaline phosphatase (Homo sapiens), P09923 | AID 2524, 2010 | 330,000 compounds, 0.16% hits;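 active = activation factor of the enzyme at least 2-fold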; also: the source names both 10 and 20 µM as test concentration; values of inactives mirror those of a sister screen read the other way
# A3A deaminase: APOBEC3A ssDNA deaminase inhibitors, primary screen, selectivity assay for APOBEC3G inhibitor project, biochemical, FAM/TAMRA oligo cleavage fluorescence; DNA dC->dU-editing enzyme APOBEC-3A (Homo sapiens), P31941; recombinant A3A, FAM/TAMRA ssDNA deamination fluorescence; inhibition, % at 20 µM; 330,000 compounds, 0.41% hits;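 active = at least 40% inhibition at 20 µM here, with at most 30% in a related deaminase screen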;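 also: plate controls were A3A with DMSO for no effect and wells lacking A3A enzyme for full effect; some results filed as inactive read as strong as hits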
# Target sequence (P31941 whole entry, looked up): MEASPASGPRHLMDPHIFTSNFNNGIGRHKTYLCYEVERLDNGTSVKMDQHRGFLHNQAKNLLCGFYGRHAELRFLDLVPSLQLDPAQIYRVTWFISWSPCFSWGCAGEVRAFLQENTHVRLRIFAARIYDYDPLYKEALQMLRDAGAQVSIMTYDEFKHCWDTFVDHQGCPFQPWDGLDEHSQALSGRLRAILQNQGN
# HKDC1 inhibitor: HKDC1 hexokinase inhibitors, primary screen, biochemical, fluorescence, uHTS. Q2TB90. recombinant HKDC1, G6PDH/diaphorase resazurin coupled fluorescence. inhibition, % at 20 µM. 340,000 compounds, 0.16% hits. AID 493160, 2011;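 active = inhibition above about 35% when tested at 20 µM, limit read from the data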;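 also: plate controls were DMSO wells with enzyme for no effect and DMSO wells lacking enzyme for full effect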
# Target sequence (Q2TB90 whole entry, looked up): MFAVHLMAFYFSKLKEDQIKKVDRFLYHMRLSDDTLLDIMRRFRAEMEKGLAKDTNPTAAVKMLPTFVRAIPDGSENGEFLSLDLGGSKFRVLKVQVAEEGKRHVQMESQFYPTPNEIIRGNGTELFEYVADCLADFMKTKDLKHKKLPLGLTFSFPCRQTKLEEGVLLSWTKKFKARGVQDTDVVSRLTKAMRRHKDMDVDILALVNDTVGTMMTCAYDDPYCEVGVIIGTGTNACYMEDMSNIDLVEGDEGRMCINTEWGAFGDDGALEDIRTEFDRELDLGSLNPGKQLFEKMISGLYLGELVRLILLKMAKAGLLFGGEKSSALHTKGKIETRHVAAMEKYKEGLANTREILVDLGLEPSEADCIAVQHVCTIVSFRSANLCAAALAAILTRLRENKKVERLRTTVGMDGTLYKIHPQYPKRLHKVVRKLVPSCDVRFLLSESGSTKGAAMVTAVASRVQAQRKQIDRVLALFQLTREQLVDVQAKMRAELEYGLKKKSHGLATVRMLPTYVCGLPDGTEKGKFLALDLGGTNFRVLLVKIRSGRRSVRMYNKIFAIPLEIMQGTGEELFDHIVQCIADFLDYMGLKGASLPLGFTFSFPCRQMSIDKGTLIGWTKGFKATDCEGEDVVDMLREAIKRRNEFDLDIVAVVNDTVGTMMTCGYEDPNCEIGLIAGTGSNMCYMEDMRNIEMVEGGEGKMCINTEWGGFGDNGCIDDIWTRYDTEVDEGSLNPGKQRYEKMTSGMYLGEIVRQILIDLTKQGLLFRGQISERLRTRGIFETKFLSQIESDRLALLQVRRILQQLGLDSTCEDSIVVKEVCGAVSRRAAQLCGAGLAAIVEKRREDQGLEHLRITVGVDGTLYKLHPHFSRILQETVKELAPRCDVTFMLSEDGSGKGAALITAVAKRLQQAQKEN
#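 Test system: recombinant HKDC1 (HK5) hexokinase enzyme, produced in-house / Doses: 20 µM test compound, 1% DMSO / Timing: 90 min, room temperature / Detection: G6PDH/diaphorase-coupled fluorescence, 1 mM NADP, 100 µM resazurin, 525/613 nm / Control set: DMSO wells with and without enzyme mix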
# * marks the source's active call; other numbers are inactive results; / = no result given.
SMILES,PfG6PD inh,hIAP inh,mIAP block,ATG4B inh,mIAP activ,hIAP act,A3A deaminase,HKDC1 inhibitor
O=C(/C=C/c1ccco1)NCC1COc2ccccc2O1 (stereo not given),34,9,7,5,0.93,0.91,0,0
CCCCn1c(N)c(N(CCOC)C(=O)C2CC(=O)N(c3cccc(SC)c3)C2)c(=O)[nH]c1=O (stereo not given),-12,4,3,3,0.97,0.96,0,-6
FC(F)(F)c1nnc(-c2ccccc2)nc1Oc1ccc(Cl)cc1Cl,6,-3,3,-7,0.97,1,-6,5
Cc1ccc(-c2nc(CNC(=O)c3cc(C)on3)cs2)cc1,14,-29,0,-7,1,1.3,-1,0
CSc1ccc(C(=O)C2CCCN(Cc3ccc(N4CCNC4=O)cc3)C2)cc1 (stereo not given),6,4,13,16,0.87,0.96,-2,1
CN(CC(=O)NCC1CCCCC1)S(=O)(=O)c1ccc(Cl)cc1,10,4,4,-3,0.96,0.96,-2,-2
COc1cccc(N/C(N)=N/c2nc(C)cc(=O)[nH]2)c1,18,-8,-5,0,1.1,1.1,-2,-5
CCOC(=O)CSc1nc(C(C)(C)C)cc(C(F)(F)F)c1C#N,1,11,-1,-7,1,0.89,-2,-2
CCN(CC)CC(=O)NN(Cc1ccccc1)c1ccccc1,14,16,-9,-4,1.1,0.84,0,0
Cc1ccc2c(cnn2C(=O)CCC(=O)N2CCCCC2C)c1 (stereo not given),0,0,-5,-8,1,1,0,1
S=C(Cc1ccc(-c2ccccc2)cc1)N1CCOCC1,-3,4,-6,-7,1.1,0.96,-8,0
C=CCn1cc(C(=O)OCC)c(=O)c2ccc(F)cc21,11,3,6,-3,0.94,0.97,0,-4
c1ccc(C2CC3CC(c4ccccc4)N2O3)cc1 (stereo not given),-21,16,1,5,0.99,0.84,5,-2
COC(=O)c1[nH]c2cccc(OC)c2c1NC(=O)CN1CCC(C(N)=O)(N2CCCCC2)CC1,-10,-2,-6,-7,1.1,1,5,-8
O=C(N/N=C/c1ccc(Cl)cc1)c1n[nH]c2c1CCCC2,0,21,6,2,0.94,0.79,0,-1
O=C1CCc2cc(NS(=O)(=O)c3ccc(F)cc3)cc3c2N1CC3,5,17,-9,5,1.1,0.83,0,-1
CCOc1ccccc1-c1cc(-c2n[nH]c(=S)n2CC)c2ccccc2n1,12,-2,-2,-11,1,1,-1,3
O=C(CN1CCN(c2ccccc2O)CC1)Nc1ccccc1C(=O)NCCc1ccccc1,23,19,-13,-47,1.1,0.81,-3,2
COc1ccc(/C=N/NC(=O)c2sccc2OCc2ccc(F)cc2)cc1OC,-3,-8,2,-11,0.98,1.1,-2,-10
COc1ccc(NC(=O)CCCN2C(=O)C(c3ccccc3)Oc3cccnc32)cc1OC (stereo not given),14,-4,-2,-3,1,1,-5,-5
CCCc1ccc2oc(C(=O)N(Cc3nccn3C)C(C)C)c(C)c2c1,-24,-7,-1,-5,1,1.1,-2,5
CC(=O)c1sc(NC(=O)c2ccc(Cl)cc2)nc1C,5,8,13,-2,0.87,0.92,0,-5
Cc1cc(OC(=O)c2ccc(Cl)cc2)cc(=O)n1C,13,17,8,-2,0.92,0.83,-3,2
Cc1cc(S(=O)(=O)N2CCCCC2CCNC(=O)C(=O)NCc2cccnc2)ccc1F (stereo not given),-8,6,-4,-6,1,0.94,5,-1
COc1ccc(C=C2c3ccccc3C(=O)c3ccccc32)c(OC)c1,/,24,15,/,0.85,0.76,-3,/

# Quoted from the listing.
# For ATG4B inh, CN(CC(=O)NCC1CCCCC1)S(=O)(=O)c1ccc(Cl)cc1 reads -3
# For hIAP inh, COC(=O)c1[nH]c2cccc(OC)c2c1NC(=O)CN1CCC(C(N)=O)(N2CCCCC2)CC1 reads -2

# Remaining list, next part
SMILES,PfG6PD inh,hIAP inh,mIAP block,ATG4B inh,mIAP activ,hIAP act,A3A deaminase,HKDC1 inhibitor
CNCc1ccccc1OCC(=O)Nc1ccccc1,-11,-4,5,3,0.95,1,-2,2
CCC1CCC2(CC1)SCC(=O)N2c1ccccc1 (stereo not given),-1,4,-1,-2,1,0.96,0,0
Nc1cc(N)cc(-c2nc3ccccc3o2)c1,22,12,17,-7,0.83,0.88,0,7
CC(NC(=O)c1ccc(Cl)cc1)C(=O)NC1=NCCS1 (stereo not given),-6,31,11,2,0.89,0.69,-2,-10
C/C(=N/NC(=O)CNC(=O)c1ccc2c(c1)OCO2)c1ccc2c(c1)CCCC2,-14,-14,-1,4,1,1.1,0,-1
CNNC(=O)C(=O)NNS(=O)(=O)c1ccccc1,-10,-20,24,-1,0.76,1.2,-5,11
CCCCn1c(N)c(Br)c(=O)[nH]c1=O,3,-10,-2,-1,1,1.1,2,-6
CN(C)CCN(C(=O)c1ccc(S(=O)(=O)N(C)CC2CCCO2)cc1)c1nc2cc3c(cc2s1)OCO3 (stereo not given),16,0,6,1,0.94,1,0,-1
CCOc1ccc(C(=O)CC(C(=O)O)N2CCCCC2)cc1 (stereo not given),9,-1,3,-12,0.97,1,-2,7
O=S(=O)(NN=C1CCCCCCC1)c1ccc(Br)cc1,-21,11,2,0,0.98,0.89,1,4
COc1ccc(OCC(=O)O/N=C(\N)Cc2cccs2)cc1,15,5,-3,-1,1,0.95,-1,-16
CN(C)c1cccc(-c2nnc(SCCCC#N)o2)c1,-11,-16,-7,-6,1.1,1.2,-3,2
CC(=O)Oc1ccc(N(C(C)=O)S(=O)(=O)c2cccs2)cc1,1,10,1,19,0.99,0.9,-2,-6
O=C(NC1CC1)C1CCN(C(=O)c2ccc(Cl)cc2Cl)CC1,-2,-6,3,3,0.97,1.1,2,-4
NC(=O)c1cc(C(=O)Cc2ccc(Cl)cc2)c[nH]1,2,-7,-8,10,1.1,1.1,-2,-2
CCC1CCC(C(=O)NC(CCSC)C(=O)NCCN(CC(C)C)CC(C)C)CC1 (stereo not given),-16,-19,-43,1,1.4,1.2,0,-10
Cc1occc1C(=O)Nc1cccc(Cl)c1Cl,2,8,-7,-6,1.1,0.92,-1,-3
COC(=O)CN1C(=O)C(O)(CC(=O)c2ccc(C)cc2)c2cc(Br)ccc21 (stereo not given),10,9,4,-3,0.96,0.91,2,-3
CCOC(=O)c1sc(N)c(C#N)c1COC(=O)CNC(=O)c1cc(OC)c(OC)c(OC)c1,3,-38,6,-5,0.94,1.4,-1,0
COc1ccc(N(CC(=O)NCCC2=CCCCC2)S(=O)(=O)c2ccccc2)c(OC)c1,1,6,0,-3,1,0.94,-1,-4
Cc1noc(C)c1CS(=O)(=O)c1ccc(Br)cc1,-13,-8,-11,2,1.1,1.1,-2,-5
CCCN(C(=O)COc1ccc(Cl)cc1Cl)c1c(N)n(Cc2ccccc2)c(=O)[nH]c1=O,-20,-12,1,1,0.99,1.1,-5,13
CC1CCCN(C(=O)COC(=O)c2cc(-c3cccs3)nn2-c2ccccc2)C1 (stereo not given),-10,-18,-8,-5,1.1,1.2,-3,-1
CC1=CC2=NC(=O)/C(=C\c3cn(C)c4ccccc34)C(=N)N2O1,-8,-8,3,9,0.97,1.1,-1,-6
O=C(Nc1cc([N+](=O)[O-])ccc1Cl)C1CC1,2,27,0,1,1,0.73,-1,6

# (next part)
SMILES,PfG6PD inh,hIAP inh,mIAP block,ATG4B inh,mIAP activ,hIAP act,A3A deaminase,HKDC1 inhibitor
O=S(=O)(Cc1ccccc1)c1ccccc1-c1nnc(-c2ccccc2)o1,10,-23,7,32,0.93,1.2,1,-9
CCc1ccccc1Nc1ncnc2ccccc12,-4,2,7,3,0.93,0.98,-1,1
Cc1cccc(N2CC(C(=O)Nc3nnc(SCC(=O)Nc4nccs4)s3)CC2=O)c1 (stereo not given),-20,23,14,-4,0.86,0.77,2,-6
O=C(Cc1ccccc1)NC(NC(=O)Cc1ccccc1)c1cccc([N+](=O)[O-])c1,-9,-13,-3,-5,1,1.1,0,9
Cc1ccc(NC(=O)COC(=O)C2CC2)cc1Cl,23,-2,-4,-7,1,1,-6,1
COc1nc(-c2cccs2)cc(-c2ccc(C)cc2)c1C#N,1,-2,2,-8,0.98,1,2,-18
COc1ccc(NC(=O)CSC2=NC(=O)CC(C)=N2)cc1,-5,-24,-1,-6,1,1.2,-3,-13
CCCS(=O)(=O)c1c(S(=O)(=O)CCC)c2ccc(C(C)=O)cn2c1C(=O)OC,13,-1,-9,-3,1.1,1,5,5
CCN1C(=O)[C@@H]2[C@@H](c3ccc(-c4ccc5c(c4)OCO5)c(OC)c3)N3CCC[C@@]3(C(=O)OC)[C@@H]2C1=O,34,3,5,-15,0.95,0.97,0,1
O=c1[nH]c(C2CCCN(S(=O)(=O)c3ccccc3)C2)nc2c1nnn2Cc1cccc(Cl)c1 (stereo not given),-18,3,8,-11,0.92,0.97,-2,10
Cc1cccc(NC(=O)CCS(=O)(=O)c2cccc3nsnc23)c1C,10,-16,4,-16,0.96,1.2,-3,0
C=CCn1c(=O)c2ccccc2n2c(SCC(=O)O)nnc12,-7,-14,4,-5,0.96,1.1,0,-2
COc1ccc(CCNC(=O)CN(c2cccc([N+](=O)[O-])c2)S(C)(=O)=O)cc1,4,-7,4,-1,0.96,1.1,4,-7
O=C(NCCCO)C(=O)NCc1ccccn1,-17,-6,4,0,0.96,1.1,0,13
O=C(CN1CCN(C(c2ccccc2)c2ccccc2)CC1)N1CCN(c2ccccc2)CC1,3,-75,5,-10,0.95,1.7,-4,0
O=C(Nn1cnc2ccccc2c1=O)C1CCCCC1,-1,7,8,-8,0.92,0.93,-2,-11
COc1ccc(-c2nc(NC(=O)c3ccccc3)sc2-c2ccc([N+](=O)[O-])cc2)cc1,-7,20,8,16,0.92,0.8,1,-5
O=C(CSc1nc2ccccc2c(=O)[nH]1)N1CCN(c2ccccc2F)CC1,-2,7,0,-19,1,0.93,0,-2
CCCCCCCC(=O)N1CCN(c2cc3c(cc2F)c(=O)c(C(=O)O)cn3CC)CC1,-14,20,15,4,0.85,0.8,-4,0
O=C(NCc1cccnc1)C(=O)C1C(=O)Nc2ccccc21 (stereo not given),-12,4,0,-2,1,0.96,-1,0
CCOc1ccc(C(=O)Cn2cnnc2C#N)cc1,-5,8,3,-7,0.97,0.92,-1,-4
O=C(O)Cc1coc(-c2ccc(F)cc2)n1,8,3,-5,1,1,0.97,0,-5
Cn1c(SCC(=O)NC2CCCCC2)nnc1-c1cccc(N)c1,33,-7,-6,-4,1.1,1.1,28,-2
Cc1c(C(=O)N2CCOCC2)oc2ccccc12,12,-1,1,0,0.99,1,-2,-6
N#C/C(=C\c1cccc2ccccc12)c1nn(-c2ccccc2)c(N)c1C#N,8,0,13,-7,0.87,1,-5,-11

# 2 of the compounds above, with bars between the fields.
mol | PfG6PD inh | hIAP inh | mIAP block | ATG4B inh | mIAP activ | hIAP act | A3A deaminase | HKDC1 inhibitor
Cc1c(C(=O)N2CCOCC2)oc2ccccc12 | 12 | -1 | 1 | 0 | 0.99 | 1 | -2 | -6
N#C/C(=C\c1cccc2ccccc12)c1nn(-c2ccccc2)c(N)c1C#N | 8 | 0 | 13 | -7 | 0.87 | 1 | -5 | -11
